Bioassay records from PubChem.
D1 agonist: Allosteric Agonists of the Human D1 Dopamine Receptor: qHTS | D(1A) dopamine receptor (Homo sapiens), P21728 | HEK293 T-REx D1 cells, calcium flux, agonist mode | activation, % at 2 µM | 360,000 tested, 1% active | AID 504660, 2011; in the data active means activation above about 30%; further: 0% is about no effect
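Inducible HEK293 T-REx D1 cells, force-coupled to calcium signalling, were plated at 4000 cells/well with tetracycline and held overnight at 30 C. After no-wash calcium dye loading, compound-evoked calcium rise over 180 s flagged agonists.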
LDHA block: qHTS assay for inhibitors of human lactate dehydrogenase. L-lactate dehydrogenase A chain (Homo sapiens), P00338. purified LDHA, NADH/diaphorase-resazurin fluorescence; active compounds read low. activity change, % (values are at about 110 or 230 µM). 480,000 tested, 0.15% active. AID 1347041, 2019; in the data active means activity change below about -30%; inconclusive means mostly about -25% to -30%;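 further: plate controls were DMSO wells for no effect and wells without enzyme for full effect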
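Resorufin fluorescence (ex540/em590), read at 0 and 20 min after diaphorase/resazurin addition, reports the NADH left after a 5 min room-temperature reaction of 2 nM human LDH5 with 0.06 mM NADH and 0.2 mM pyruvate.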
Vif-A3F inh: qHTS for Inhibitors of Vif-A3F Interactions: qHTS; HeLa A3F-eYFP + Vif (tagged APOBEC3F with the HIV-1 protein that degrades it), YFP fluorescence increase; Potency, µM (top dose mostly 46.1 µM), for inactives: top-dose activity, negative = active; 390,000 tested, 0.2% active; further: potency means the concentration at half of the fitted maximal effect; % of control where 0% means no effect; nearly all actives have a fitted effect of over 65% in size
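Fluorescence increase (Ex 488/Em 500-530) after overnight compound treatment at 37 deg C flags inhibition of Vif-driven A3F-eYFP loss in stable HeLa A3F-eYFP/Vif cells seeded overnight beforehand.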
D1 PAM: Potentiators of Human D1 Dopamine Receptor: qHTS. D(1A) dopamine receptor (Homo sapiens), P21728. HEK293 TREx D1 cells, calcium flux, dopamine EC20 potentiation. potentiation, % at 10 µM. 360,000 tested, 0.036% active; in the data active means potentiation above about 30%; further: 0% is about no effect
RXFP1 agonist: qHTS Assay for Agonists of the Relaxin Receptor RXFP1; Relaxin receptor 1 (Homo sapiens), Q9HBX9; 370,000 tested, 0.3% active; AID 2676, 2010; HEK293T-RXFP1 cAMP TR-FRET, 30 min; response scale: percent of porcine relaxin response, buffer zero; Potency, µM (doses to about 57.5 µM), for inactives: at the top dose activation, hits mostly activators; further: potency means the concentration at half of the fitted maximal effect; on the % scale 0 is the no-effect control and ±100 the full control effect; nearly all actives have a fitted effect of over 60% in size; many of its hits are not listed in these tables
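HEK293T cells stably expressing RXFP1 were pretreated with the PDE4 inhibitor Ro 20174, exposed to compounds for 30 min at 37C, lysed, and cAMP was read by TR-FRET. Data normalized to buffer (basal) and 29 nM porcine relaxin (100%).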
D2 PAM: HTS Assay for Positive Allosteric Modulators of the Human D2 Dopamine Receptor: Primary Screen for Potentiators; 340,000 tested, 0.34% active; potentiation, % at 10 µM; AID 485347, 2010; HEK293 T-REx D2, calcium flux, EC20 dopamine potentiation;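 active means potentiation over 3 SD above the plate norm, cut at about 30% in these data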; further: 0% is about no effect
Target sequence (P14416 whole entry, looked up): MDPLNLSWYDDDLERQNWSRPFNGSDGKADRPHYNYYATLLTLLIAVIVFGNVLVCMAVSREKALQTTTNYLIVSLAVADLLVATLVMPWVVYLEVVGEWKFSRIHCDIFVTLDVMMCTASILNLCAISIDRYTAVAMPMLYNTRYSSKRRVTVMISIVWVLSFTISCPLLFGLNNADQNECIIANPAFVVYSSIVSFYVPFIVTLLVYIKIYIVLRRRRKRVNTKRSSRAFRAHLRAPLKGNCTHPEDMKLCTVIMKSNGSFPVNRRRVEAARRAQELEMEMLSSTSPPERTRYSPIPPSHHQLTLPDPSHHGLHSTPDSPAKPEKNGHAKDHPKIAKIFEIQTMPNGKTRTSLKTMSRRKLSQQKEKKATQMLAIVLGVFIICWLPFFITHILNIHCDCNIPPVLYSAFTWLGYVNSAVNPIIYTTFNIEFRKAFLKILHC
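Calcium flux readout, no-wash dye, 1 read/s. Inducible HEK293 Trex D2 line, overnight 30 C. Compound alone 180 s (agonist flags), then EC20 dopamine, another 180 s to score potentiation.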
D1 antag: Antagonist of Human D 1 Dopamine Receptor: qHTS | HEK293 TREx D1 cells, calcium flux, dopamine EC80; active compounds read low | activity change, negative = inhibition, % at 10 µM | D(1A) dopamine receptor (Homo sapiens), P21728 | 360,000 tested, 3.2% active; in the data active means activity change below about -30%; further: on the % scale 0 is the no-effect control and ±100 the full control effect
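After overnight tetracycline induction at 30 C, force-coupled D1 HEK293 cells took up a no-wash calcium dye at room temperature. Compounds were added and monitored 180 s, and the response to EC80 dopamine was then recorded.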
Glioma ERSR ind: qHTS for Inducers of the Endoplasmic Reticulum Stress Response (ERSR) in Human Glioma: qHTS. U87-MG GRP78 promoter luciferase reporter, 16 h. Potency, µM, for the others: at the highest dose activation, hits mostly activators. 420,000 tested, 0.02% active. AID 602332, 2012; further: potency means the concentration at half of the fitted maximal effect; series mostly up to about 76 µM; % of control where 0% means no effect; nearly all actives have a fitted effect of over 35% in size
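Stably transfected U87-MG glioma cells carrying a GRP78-based luciferase sensor; 16 h compound incubation. Luminescence end-point read 10 min after Bright-Glo addition at room temperature.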
Vif-APOBEC3G blk: qHTS for Inhibitors of Vif-A3G Interactions: qHTS. DNA dC->dU-editing enzyme APOBEC-3G (Homo sapiens), Q9HC16. HeLa A3G-eYFP + Vif (tagged APOBEC3G with the HIV-1 protein that degrades it), YFP fluorescence, overnight. Potency, µM (doses to about 46.1 µM), without a hit: at the highest dose activity, negative = active, actives largely listed as inhibitors. 410,000 tested, 0.076% active. AID 602310, 2012;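 further: potency means the concentration at half of the fitted maximal effect; on the % scale 0 is the no-effect control and ±100 the full control effect; nearly all actives have a fitted effect of over 60% in size; hits raise eYFP signal because A3G escapes Vif-driven loss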
Target sequence (Q9HC16 whole entry, looked up): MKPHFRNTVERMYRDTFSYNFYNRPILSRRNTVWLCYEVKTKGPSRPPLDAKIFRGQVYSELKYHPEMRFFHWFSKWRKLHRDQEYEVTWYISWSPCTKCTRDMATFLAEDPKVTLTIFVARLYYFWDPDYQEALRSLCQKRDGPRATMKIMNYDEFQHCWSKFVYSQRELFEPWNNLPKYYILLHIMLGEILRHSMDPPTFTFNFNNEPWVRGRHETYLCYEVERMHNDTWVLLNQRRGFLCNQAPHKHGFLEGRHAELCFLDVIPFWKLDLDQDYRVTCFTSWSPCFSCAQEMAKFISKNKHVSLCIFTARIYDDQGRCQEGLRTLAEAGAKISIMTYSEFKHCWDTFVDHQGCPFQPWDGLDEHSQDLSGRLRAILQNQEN
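Read-out is eYFP fluorescence (Ex 488/Em 500-530) from Vif-expressing HeLa A3G-eYFP cells; more signal means A3G escaped Vif-mediated degradation. Cells plated overnight, compound pinned in, incubated overnight at 37 deg C.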
* = called active by the depositor; ? = inconclusive; / = no result given; & = joins results of further samples. Unless noted, the call rests on the fitted dose curve; in most records, active means well fitted curve in the direction sought with a large enough effect; inconclusive means small, poorly fitted or top-dose-only effect, or another doubt; inactive means no such curve, though single readings can be large; an effect the other way counts as inactive or inconclusive.

Structure | D1 agonist | RXFP1 agonist | Glioma ERSR ind | Vif-APOBEC3G blk | D2 PAM | D1 PAM | D1 antag | LDHA block | Vif-A3F inh
CN(CC(=O)Nc1ccc(F)cc1)C(=O)COC(=O)Cc1cccs1 | 2 | -0.4% | 0% | 0% | 4 | -6 | 3 | -7 | -10%
O=c1oc2c(CN3CCOCC3)c(O)c(Cl)cc2c2c1CCC2 | 0 | 6.3% | / | / | 7 | 7 | 8 | / | /
CC(C)c1ccc(N(C)C(=O)Cc2c(C(=O)O)n(C)c3ccccc23)cc1 | 1 | 0.3% | 0% | -7% | -13 | -2 | -13 | 0 | 5%
CC(OC(=O)c1cccs1)C(=O)NCc1cccs1 (stereo not drawn) | 1 | 3.3% | 0% | -2% | 2 | 0 | -12 | -4 | 1%
O=c1c2ccccc2nnn1CSc1nnc(-c2cccc(S(=O)(=O)N3CCCCC3)c2)o1 | -4 | 0.5% | 0% | 1% | -6 | 6 | -12 | 3 | -11%
COc1ccc(CN(C)C(=O)c2cc(-c3ccc(OC)c(OC)c3)nc3ccccc23)c(OC)c1 | 2 | 1.3% | 2% | -10% | 4 | -1 | 5 | 5 | -6%
CCC1(CC)C(=O)N(c2ccccc2)C(=N)N(c2ccccc2)C1=O | / | / | -5% | 1% | / | / | / | -5 | 8%
CCOc1ccccc1NC(=O)NCCn1c(=O)oc2ccc(C)cc21 | 2 | -5.5% | -3% | 2% | 3 | 0 | -6 | 13&0 | -9%
Cc1cnc(NC(=O)C2(c3ccccc3)CC2)s1 | 3 | -0.6% | 7% | 0% | 5 | -6 | -1 | 0 | 15%
Cc1ccccc1NC(=O)Nc1ccc2nc(N3CCN(C)CC3)cc(C)c2c1 | 2 | 0.1% | -2% | 0% | 4 | -5 | -10 | -3 | 0%

Additional records follow.
Structure | D1 agonist | RXFP1 agonist | Glioma ERSR ind | Vif-APOBEC3G blk | D2 PAM | D1 PAM | D1 antag | LDHA block | Vif-A3F inh
OCc1cc(C(O)CNCCCCCCOCCCCc2ccccc2)ccc1O (stereo not drawn) | 5&5 | 4.7%&0.1% | -8%&-5%&-3% | 0% | 4&2 | -5&-3 | -10&-12 | 4 | -4%
COC(=O)CSc1nnc(CSc2nc(C)cc(C)n2)o1 | 1 | 0.1% | -2% | 0% | 9 | 3 | 0 | -2 | ?
O=C1NN=COc2ccccc21 | 3 | -0.6% | -2% | -10% | -7 | -1 | 7 | 4 | -4%
OCCC1CN(Cc2ccc3nonc3c2)CCN1Cc1ccsc1 (stereo not drawn) | 5 | -1.7% | -4% | 1% | -23 | -4 | -10 | -9 | -9%
Cc1ccn2c(CN(C)CCn3nc(C)cc3C)c(C(=O)N3CCCCCC3)nc2c1 | -1 | -0.9% | -2% | 0% | -13 | 2 | -36* | -3 | 1%
O=C(Cc1ccc(-n2c(=O)c3ccccc3n(Cc3ccccc3F)c2=O)cc1)NCC1CCCO1 (stereo not drawn) | 2 | 2.6% | -3% | ? | 16 | -6 | -17 | -4 | -10%
Cc1ccn(CC(=O)N2CCCC(N3CCN(c4cccc(C(F)(F)F)c4)CC3)C2)n1 (stereo not drawn) | / | / | 1% | -1% | / | / | / | -6 | 3%
CCOc1cc(C(=O)NCCOC)cc(OCC)c1OCC | 1 | 0.0% | -2% | 1% | 11 | -5 | 3 | 2 | -7%
COc1cc(NC(=O)c2cccnc2Sc2ccc(C)c(C)c2)cc(OC)c1OC | 1 | -0.5% | 1% | -1% | 1 | 7 | 4 | 1 | -2%
COC(=O)c1ccc(OC)c(CSc2nnc(-c3ccc(C)cc3)o2)c1 | / | / | 0% | -1% | / | / | / | -5 | -1%

Retrieved by structure from the list above, four records:
Structure | D1 agonist | RXFP1 agonist | Glioma ERSR ind | Vif-APOBEC3G blk | D2 PAM | D1 PAM | D1 antag | LDHA block | Vif-A3F inh
O=c1c2ccccc2nnn1CSc1nnc(-c2cccc(S(=O)(=O)N3CCCCC3)c2)o1 | -4 | 0.5% | 0% | 1% | -6 | 6 | -12 | 3 | -11%
Cc1ccn2c(CN(C)CCn3nc(C)cc3C)c(C(=O)N3CCCCCC3)nc2c1 | -1 | -0.9% | -2% | 0% | -13 | 2 | -36* | -3 | 1%
CC(C)c1ccc(N(C)C(=O)Cc2c(C(=O)O)n(C)c3ccccc23)cc1 | 1 | 0.3% | 0% | -7% | -13 | -2 | -13 | 0 | 5%
COc1ccc(CN(C)C(=O)c2cc(-c3ccc(OC)c(OC)c3)nc3ccccc23)c(OC)c1 | 2 | 1.3% | 2% | -10% | 4 | -1 | 5 | 5 | -6%

The listing continues:
Structure | D1 agonist | RXFP1 agonist | Glioma ERSR ind | Vif-APOBEC3G blk | D2 PAM | D1 PAM | D1 antag | LDHA block | Vif-A3F inh
Cc1ccc2nc(-c3cccc(S(=O)(=O)N4CCCC4)c3)cn2c1 | -1 | 1.2% | 1% | 7% | / | -1 | 4 | -3 | -3%
CC(=O)N1CCN(CC(=O)Nc2ccc3c(c2)CCC3)CC1 | 2 | 2.4% | -1% | -2% | 4 | -1 | 5 | -3 | 4%
COc1cccc(NC(=O)COC(=O)/C=C/c2ccc(Cl)cc2Cl)c1 | 5 | 2.6% | -1% | -2% | -5 | 2 | -18 | -2 | -1%
CCC(C(=O)N1CCC(C(N)=O)CC1)n1nc(C)n2c(cc3occc32)c1=O (stereo not drawn) | 2 | 7.1% | -3% | -6% | -5 | -2 | -8 | -2 | 1%
Cn1cc(SCC(=O)NC2CCCC2)c2ccccc21 | 0 | -1.0% | 0% | -6% | 7 | -1 | -2 | -1 | -8%
Clc1cc2nc[nH]c2cc1Cl | 3 | 1.6% | 0% | -6% | 4 | -3 | -3 | 4 | 1%
CCC1CCCCN1CCNS(=O)(=O)c1ccc2c(c1)CCN2C(C)=O (stereo not drawn) | 0 | 2.6% | -6% | 1% | 3 | -2 | -2 | -3 | -2%
C/C(=N\NC(=O)c1ccncc1)c1cccs1 | 1 | 2.7% | -1% | 1% | -9 | -6 | 0 | 1 | 0%
COc1ccc([C@@H]2[C@H]3CN(C(C)=O)CC=C3C(C#N)=C(N)C2(C#N)C#N)c2ccccc12 | 4 | 5.1% | -6% | ? | 10 | 4 | 6 | 3 | -30%
CCCOc1ccc(CSc2nc3ccccc3[nH]2)cc1 | 9 | -0.9% | 5% | 1% | 5 | -4 | -30 | 1 | 0%

Next records.
Structure | D1 agonist | RXFP1 agonist | Glioma ERSR ind | Vif-APOBEC3G blk | D2 PAM | D1 PAM | D1 antag | LDHA block | Vif-A3F inh
CCOC(=O)c1cc2c(=O)n3ccccc3nc2n(CCOC)c1=NC(=O)c1ccncc1 | 0 | 4.4% | -2% | -7% | / | -5 | -4 | -4 | 0%
CCCc1cc(=O)[nH]c(SCC(=O)NC(=O)c2ccccc2)n1 | 1 | 0.4% | -3% | 0% | -4 | 0 | 6 | -10 | 8%
COc1ccccc1NC(=O)CN1CCN(Cc2ccccc2)CC1 | 3 | 0.4% | 8% | 0% | -24 | -5 | -13 | -7 | -6%
Cc1oc(C(N)=O)cc1COc1ccc(C(N)=O)cc1 | 3 | -0.3% | -3% | 5% | -10 | -4 | 11 | -5 | 2%
CN1CCc2c(n(CC(O)CN3CCN(CCO)CC3)c3ccccc23)C1=O (stereo not drawn) | 1 | 0.1% | -2% | -1% | / | -2 | -7 | 6 | 2%
CCCNC(=O)c1cccc(NC(=O)C(C)C)c1 | 3 | 2.3% | 2% | -6% | -4 | -16 | 11 | -3 | 0%
COc1ccc(N2C(=O)CCC(C(=O)Nc3cccc(C)n3)C2c2ccc(OC)c(OC)c2)cc1 (stereo not drawn) | 3 | 0.9% | -5% | -8% | 5 | 0 | 9 | 0 | -4%
CN=c1scc(C)n1/N=C/c1cc(Br)c(O)c(Br)c1 | -3 | -0.9% | 7% | -7% | -1 | 0 | -8 | -13 | -4%
COc1cccc(N2CC(C(=O)Nc3nnc(SCC(=O)N4CCCC4)s3)CC2=O)c1 (stereo not drawn) | 2 | -0.3% | -5% | -1% | 8 | -3 | -10 | -3 | 1%
COc1cc2c(cc1OC)CN(C(=O)CCC(=O)c1ccc(F)cc1)CC2 | / | / | -3% | -22% | / | / | / | -4 | 6%

Going on with the list:
Structure | D1 agonist | RXFP1 agonist | Glioma ERSR ind | Vif-APOBEC3G blk | D2 PAM | D1 PAM | D1 antag | LDHA block | Vif-A3F inh
CCCCOc1ccc(C(=O)NN2C(=O)NC3(CCCCC3)C2=O)cc1OC | 3 | 0.8% | -2% | 2% | -14 | 1 | 21 | 1 | 6%
NC(=O)CC1NC(=O)c2ccccc21 (stereo not drawn) | 1 | -0.2% | -4% | 1% | 7 | 1 | -6 | -6 | -6%
O=C(CC1OC(=O)c2ccccc21)NNC(=O)c1ccc(F)cc1 (stereo not drawn) | 4 | -0.1% | 2% | 2% | -6 | -9 | 17 | 1 | 8%
CCN(CC)S(=O)(=O)c1ccc(C(=O)NC(=S)N2CCN(c3ccccc3O)CC2)cc1 | / | / | 1% | 3% | / | / | / | 5 | -3%

Compound profiles (already shown):
Record of CCN(CC)S(=O)(=O)c1ccc(C(=O)NC(=S)N2CCN(c3ccccc3O)CC2)cc1 → D1 agonist: /; RXFP1 agonist: /; Glioma ERSR ind: 1%; Vif-APOBEC3G blk: 3%; D2 PAM: /; D1 PAM: /; D1 antag: /; LDHA block: 5; Vif-A3F inh: -3%
Record of CCCCOc1ccc(C(=O)NN2C(=O)NC3(CCCCC3)C2=O)cc1OC → D1 agonist: 3; RXFP1 agonist: 0.8%; Glioma ERSR ind: -2%; Vif-APOBEC3G blk: 2%; D2 PAM: -14; D1 PAM: 1; D1 antag: 21; LDHA block: 1; Vif-A3F inh: 6%

Some of the compounds tested, so the mix of outcomes need not match the whole.
